IP6K1 inh = Primary qHTS assay for small molecule inhibitors of Inositol hexaphosphate kinase 1 (IP6K1). Inositol hexakisphosphate kinase 1 (Homo sapiens), Q92551. IP6K1 kinase, ADP-Glo luminescence, 2 h; stronger effect = lower value. actives 0.81% (n = 140,000). activity change, % (series mostly up to about 58 µM). AID 1645851, 2021; in the data active = activity change below about -25%
Target sequence (Q92551 whole entry, looked up): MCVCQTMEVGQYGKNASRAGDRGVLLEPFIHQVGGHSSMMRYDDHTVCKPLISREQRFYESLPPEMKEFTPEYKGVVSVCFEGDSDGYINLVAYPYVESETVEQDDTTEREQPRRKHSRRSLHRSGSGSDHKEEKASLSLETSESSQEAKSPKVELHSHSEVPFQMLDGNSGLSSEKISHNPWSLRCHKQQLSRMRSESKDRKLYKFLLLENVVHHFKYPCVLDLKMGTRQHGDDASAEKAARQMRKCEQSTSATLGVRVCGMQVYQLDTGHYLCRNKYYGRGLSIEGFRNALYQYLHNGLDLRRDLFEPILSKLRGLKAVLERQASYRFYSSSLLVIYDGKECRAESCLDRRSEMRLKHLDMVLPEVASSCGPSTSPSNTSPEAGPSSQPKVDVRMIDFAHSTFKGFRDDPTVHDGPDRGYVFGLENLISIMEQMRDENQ
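ADP-Glo luminescence measures ADP made by human IP6K1 during a 2 h RT reaction with ATP/IP6 (mix at 1.3 mM/130 uM); top library doses 57.5 and 19.1 uM final.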
SNCA expr inhib = Primary qHTS assay for inhibitors of alpha-synuclein gene (SNCA) expression; actives 0.17% (n = 140,000); Potency, µM (series often up to 57.2 µM), for the others: at the highest dose activity change, negative = inhibition, usual class: inhibitors; HEK-293 SNCA-luciferase knock-in, luminescence, 24 h; AID 1671194, 2021;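 note: potency is the fitted concentration of half-maximal effect; plate controls were DMSO cells for no effect and cell-free wells for full effect; nearly all actives have a fitted effect of over 45% in size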
HEK293 tox = Cytotoxic Profiling in HEK 293 Cell Line of Diverse Libraries Using Quantitative High-Throughput Screening; HEK 293 viability, ATP luminescence (CellTiter-Glo), 48-72 h; AID 1345083, 2018; Potency, µM (doses to about 115 µM), for inactives: at the highest dose activity change, negative = cytotoxicity, hits mostly inhibitors; actives 6.6% (n = 94,000); note: potency is the fitted concentration of half-maximal effect; nearly all actives have a fitted effect of over 60% in size
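ATP-coupled CellTiter-Glo luminescence served as viability read-out, recorded 10 min after reagent addition at room temperature. HEK 293 cells, 250 cells/well, had been incubated with pintool-transferred compound for 48 or 72 hr at 37 degree Celsius.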
3T3 cytotox = Cytotoxic Profiling in NIH 3T3 Cell Line of Diverse Libraries Using Quantitative High-Throughput Screening; NIH 3T3 viability, CellTiter-Glo ATP luminescence, 48-72 h; Potency, µM (series often up to 96.7 µM), inactives show at the top dose activity change, negative = cytotoxicity, actives largely listed as inhibitors; actives 4.3% (n = 94,000); AID 1345082, 2018; note: potency is the fitted concentration of half-maximal effect; nearly all actives have a fitted effect of over 55% in size
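Cells were seeded at 400 per well, treated with pin-transferred compound, and kept 48 or 72 hr at 37 °C before CellTiter-Glo addition and luminescence imaging of cellular ATP.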
HEK293 viab = GF-AFC viability counterscreen for inhibitors of alpha-synuclein gene (SNCA) expression. HEK-293-SNCA-luc viability, GF-AFC fluorescence, 24 h. Potency, µM (doses to about 57.1 µM), for the others: at the highest dose activity change, negative = cytotoxicity, usual class: cytotoxic. actives 0.12% (n = 150,000);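 note: potency is the fitted concentration of half-maximal effect; 0% = DMSO-treated cells and -100% = medium-only wells without cells; nearly all actives have a fitted effect of over 30% in size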
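HEK-293-SNCA-luc cells (1500/well) plated 24 h, then exposed 24 h to a dilution series; GF-AFC added 30 min at 37C, fluorescence 405/540 nm; normalised to medium-only and DMSO wells, Hill fit.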
FLuc inh = Firefly luciferase inhibition profiling of diverse chemical library using quantitative high-throughput screening. Luciferin 4-monooxygenase (Photinus pyralis), P08659. purified P. pyralis luciferase, luminescence, biochemical. Potency, µM (highest dose often 115 µM), for the others: top-dose activity change, negative = inhibition, most hits filed as inhibitors. actives 2.5% (n = 76,000); note: potency is the fitted concentration of half-maximal effect; nearly all actives have a fitted effect of over 65% in size
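Purified 10nM P. pyralis luciferase with 10uM D-luciferin and 10uM ATP in 50mM Tris acetate pH 7.5, 10mM Mg acetate, 0.01% Tween-20, 0.05% BSA. qHTS titration; luminescence read by CCD imager.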
GPT2 inh = Primary qHTS assay for inhibitors of Glutamate pyruvate transaminase 2 (GPT2); Alanine aminotransferase 2 (Homo sapiens), Q8TD30; Recombinant GPT2, coupled pyruvate oxidase/HRP Amplex Red fluorescence; Potency, µM (doses to about 57.7 µM), inactives show at the highest dose activity change, negative = inhibition, hits mostly inhibitors; actives 0.25% (n = 100,000); AID 1671188, 2021; note: potency is the fitted concentration of half-maximal effect; nearly all actives have a fitted effect of over 60% in size; many of its hits are not listed in these tables
Target sequence (Q8TD30 whole entry, looked up): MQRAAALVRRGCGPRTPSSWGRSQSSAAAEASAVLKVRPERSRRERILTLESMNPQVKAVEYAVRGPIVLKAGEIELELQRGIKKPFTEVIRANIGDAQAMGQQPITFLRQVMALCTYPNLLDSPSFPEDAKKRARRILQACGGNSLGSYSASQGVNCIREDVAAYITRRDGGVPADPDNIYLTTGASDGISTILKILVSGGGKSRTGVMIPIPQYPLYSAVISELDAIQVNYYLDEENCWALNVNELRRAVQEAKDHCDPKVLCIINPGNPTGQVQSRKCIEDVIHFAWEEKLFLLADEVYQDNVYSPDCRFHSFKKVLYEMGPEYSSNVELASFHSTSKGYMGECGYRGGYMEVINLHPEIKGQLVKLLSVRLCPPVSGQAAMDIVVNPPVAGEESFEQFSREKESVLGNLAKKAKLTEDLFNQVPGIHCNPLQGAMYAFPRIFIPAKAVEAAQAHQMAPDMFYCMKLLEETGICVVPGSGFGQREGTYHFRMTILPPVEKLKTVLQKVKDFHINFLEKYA
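Fluorescence read-out: pyruvate from GPT2 turnover coupled to pyruvate oxidase, HRP and Amplex Red (0.2mM ThPP, 0.2U/mL PO and HRP, 50uM Amplex final). Substrates 250uM a-KG, 2mM L-alanine; enzyme 10ng/uL; 30 min RT.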
* = called active by the depositor; i = inactive; ? = inconclusive; . = not tested or not shown; [ ] = remark or other dose. Unless noted, calls come from the whole dose curve; as a rule, active = well fitted curve in the direction sought with a large enough effect; inconclusive = small, poorly fitted or top-dose-only effect, or another doubt; inactive = no such curve, though single readings can be large; an effect the other way counts as inactive or inconclusive. Unless noted, % is set by controls: 0 for no effect and ±100 for the full control effect.

1	CCc1cccc(C)c1NS(=O)(=O)c1ccc2c(c1)NC(=O)C(C)C(=O)N2 (centres undefined)
2	CC(=O)N1CCC(N2C(=O)c3c(c(C)nn3-c3ccccc3)C2C(C)C)CC1 (centres undefined)
3	Cn1ncc2c(C(=O)NC3CCCC3)cc(-c3ccc(Cl)nc3)nc21
4	COc1ccc(C(=O)N2CCN(C(=O)N3CC4CC(C3)[C@H]3CCCC(=O)N3C4)CC2)cn1 (some centres undefined)
5	O=C(Nc1ccc(S(=O)(=O)N2CCCCC2c2cccnc2)cc1)c1ccc(F)cc1 (centres undefined)
Assay by compound | 1 | 2 | 3 | 4 | 5
IP6K1 inh | 43 | 23 | 14 | 25 | 40
SNCA expr inhib | ? | . | -1% | -12% | ?
HEK293 tox | . | -20% | -1% | 6% | .
3T3 cytotox | . | ? | -27% | i | .
HEK293 viab | 1% | . | 9% | -5% | ?
FLuc inh | . | . | . | -1% | .
GPT2 inh | . | . | i | -10% | .

6	CCn1nnc2cc(C(=O)Nc3ccc(Br)cc3F)ccc21
7	O=c1cc(N2CCOCC2)oc2c(-c3cccc4c3sc3ccccc34)cccc12
8	Cc1ccc(OCc2nc(C3CCCCN3C(=O)c3ccncc3)no2)cc1 (centres undefined)
9	COc1ccc(CN2CCC3(C2)C(=NC2CCCCC2)NC(=O)N3c2cccc(OC)c2)cc1 (centres undefined)
10	NC(=O)[C@@H]1CN(Cc2ccccn2)C[C@H]1COc1ccccc1
Assay by compound | 6 | 7 | 8 | 9 | 10
IP6K1 inh | 15 | . | -5 | -9 | 21
SNCA expr inhib | 134%[activator] | 32% | -15% | ? | 4%
HEK293 tox | . | . | ? | ? | -16%
3T3 cytotox | . | . | -20% | ? | ?
HEK293 viab | -4% | 4% | -5% | ? | -18%
FLuc inh | . | . | -3% | . | 0%
GPT2 inh | . | 4% | i | 1% | ?

11	O=C(c1ccccc1F)N1CCC(c2nc(C3CCOCC3)no2)C1 (centres undefined)
12	CCOC(=O)C1(Cc2ccccc2F)CCCN(C(=O)c2ccc(-n3ccnc3)cc2)C1 (centres undefined)
13	COc1ccc2[nH]cc(CCNC(=O)Nc3cc(C)cc(C)c3)c2c1
14	CCOc1ccc(-c2cc(NC(=O)c3ccc(C)cc3)c(C(=O)OC)s2)cc1
15	CSCCNC(=O)C1CCCN1c1nccc(Nc2ccccc2F)n1 (centres undefined)
Assay by compound | 11 | 12 | 13 | 14 | 15
IP6K1 inh | 0 | 9 | 12 | 10 | 11
SNCA expr inhib | 17% | 0% | -15% | 22% | 29%
HEK293 tox | 7% | ? | . | . | ?
3T3 cytotox | 1% | ? | . | . | ?
HEK293 viab | -3% | -3% | 7% | 4% | -8%[12.5 µM]
FLuc inh | 7% | 6% | . | . | .
GPT2 inh | 3% | -19% | . | . | -4%

16	COc1ccc(C(=O)N2CCCC2C(=O)N2CCC(c3nc4ccncc4[nH]3)CC2)cc1 (centres undefined)
17	COc1ccc(S(=O)(=O)N2CCOC[C@H](Oc3cccnc3)C2)cc1
18	COc1ccc(OC)c2sc(N(Cc3cccnc3)C(C)=O)nc12
19	O=C1NC(C(=O)Nc2ccc3c(c2)OCCO3)Cn2cccc21 (centres undefined)
20	Cc1ccc(CN2C(=O)NC3(CCCN(C(=O)c4cccc(Cl)c4)C3)C2=O)cc1 (centres undefined)
Assay by compound | 16 | 17 | 18 | 19 | 20
IP6K1 inh | 11 | 8 | 37 | -1 | 2
SNCA expr inhib | 8% | -3%[87.6 µM] | -15% | -22% | -3%
HEK293 tox | 3% | -12%[172 µM] | . | -6% | 4%
3T3 cytotox | -10% | -22%[138 µM] | . | i | -6%
HEK293 viab | 3% | -19%[87.6 µM] | 7% | -13% | -3%
FLuc inh | . | -3%[172 µM] | . | ? | 12%
GPT2 inh | -7% | i | . | 2% | -6%

21	CN1CCc2[nH]nc(C(=O)N3CCC4(CC3)c3nc[nH]c3CCN4C)c2C1
22	COc1ccccc1OC1(C(=O)O)CCN(c2cc(C)nc(C)c2)CC1
23	O=C(Nc1nnc(S(=O)(=O)N2CCc3ccccc32)s1)c1ccccc1
24	c1ccc(CCN2CCNc3cc(N4CCN(c5ccccn5)CC4)ncc3C2)cc1
25	COc1cc(CN(C(=O)COc2ccccc2)c2ccccn2)cc(OC)c1OC
Assay by compound | 21 | 22 | 23 | 24 | 25
IP6K1 inh | 4 | 12 | -6 | -8 | 8
SNCA expr inhib | 4% | -11% | 7% | 17%[87.6 µM] | 25%
HEK293 tox | -18% | i | . | 50µM* | .
3T3 cytotox | 4% | i | . | 28µM* | .
HEK293 viab | -8% | -7% | -6% | ? | -10%
FLuc inh | 0% | 1% | . | -6%[172 µM] | .
GPT2 inh | -17% | -8% | . | -3%[88.5 µM] | .

26	Cc1cnccc1NCCn1ccnc1-c1cc2n(n1)CCCNC2
27	Cc1noc([C@@H]2CN(Cc3ccc4c(c3)CCO4)C[C@H]2CO)n1
28	O=C(O)[C@H]1C[C@@H](C(=O)NCc2ccccn2)CN(CC2CC2)C1
29	O=[N+]([O-])c1ccc2c(c1)S(=O)(=O)C=C2
30	COc1ccc(C(=O)N2CCC(c3n[nH]c(=O)n3Cc3ccc(F)cc3)CC2)cn1
Assay by compound | 26 | 27 | 28 | 29 | 30
IP6K1 inh | 0 | 7 | 2 | . | -4
SNCA expr inhib | -8% | -12% | 2% | 5µM* | 6%
HEK293 tox | -32% | -5% | i | . | -2%
3T3 cytotox | -3% | -9% | 1% | . | -15%
HEK293 viab | 1% | 5% | 2% | ? | 1%
FLuc inh | 0% | 7% | 2% | . | 8%
GPT2 inh | i | -19% | -4% | -9% | i

31	CC1=NS(=O)(=O)N(Cc2ccccc2)C=C1C(=O)OCc1noc(C2CCCCC2)n1
32	C[C@@H]1O[C@@H](O[C@H]2[C@H](Oc3cc(O)c(C(=O)CCc4ccc(O)cc4)c(O)c3)O[C@H](CO)[C@@H](O)[C@@H]2O)[C@H](O)[C@H](O)[C@H]1O
33	COc1ccc(CC(=O)NC2CCN(c3nccc(Nc4ccccc4F)n3)CC2)cc1
34	COCCNC(=O)c1ccc2nnc(-c3ccoc3)n2c1
35	CN1C(=O)C(CC(=O)NCC2CCN(Cc3ccc(F)cc3)CC2)=C2CCCCC21 (centres undefined)
Assay by compound | 31 | 32 | 33 | 34 | 35
IP6K1 inh | -5 | 15 | -1 | 4 | 2
SNCA expr inhib | ? | . | 9% | 7%[87.6 µM] | 8%
HEK293 tox | ? | . | ? | 0%[172 µM] | 1%
3T3 cytotox | ? | . | 45µM* | -12%[138 µM] | -4%
HEK293 viab | -8% | -2% | -4%[12.5 µM] | 12%[87.6 µM] | 1%
FLuc inh | -19% | . | . | . | -7%
GPT2 inh | i | 7.1µM* | i | -20%[88.5 µM] | i

36	Cc1noc(C)c1C(=O)N1C[C@@H](CO)[C@H](c2ccncc2)C1
37	COC1CC(O[C@H]2CC[C@]3(C)C4CC[C@@]5(C)C(=O)[C@]4(CC[C@@H]3C2)CC[C@@H]5C2=CC(=O)OC2)OC(C)C1OC1OC(COC2OC(CO)C(O)C(O)C2O)C(O)C(O)C1O (some centres undefined)
38	CCOC(=O)c1c(S(=O)(=O)N2CCC(C(=O)Nc3ccc(C)cc3C)CC2)c(C)n(C)c1C
39	COc1ccccc1C(=O)OCc1cc(=O)n2nc(C(C)C)sc2n1
40	COc1cc(NC(=O)c2cc(C3CC3)nc3c2c(C)nn3-c2ccccc2)cc(OC)c1
Assay by compound | 36 | 37 | 38 | 39 | 40
IP6K1 inh | -12 | 5 | -2 | -20 | 3
SNCA expr inhib | 5% | . | -5% | 131%[activator] | -2%
HEK293 tox | -5% | . | . | . | .
3T3 cytotox | -11% | . | . | . | .
HEK293 viab | ? | -28%[12.5 µM] | 9% | 7% | -1%
FLuc inh | -8% | . | . | . | .
GPT2 inh | i | 2%[17.1 µM] | . | . | .

41	CC(C)CN(Cc1ccncc1)C1CN(C(=O)CCCc2ccccc2)C1
42	Cc1ccc2c(c1)C(c1ccc(F)cc1)N(C(=O)c1ccc(OC(C)C)cc1)CC(=O)N2 (centres undefined)
43	CCCC1c2nccn2CCCN1C(=O)CCc1c(C)nn(C)c1C (centres undefined)
44	COc1cccc(CCC2CCCN(C3CCN(Cc4cccnc4)CC3)C2)c1 (centres undefined)
45	O=C(NC1CCN(c2cc(-c3ccccc3)[nH]n2)CC1)c1cccs1
Assay by compound | 41 | 42 | 43 | 44 | 45
IP6K1 inh | 30 | 7 | 10 | -8 | 23
SNCA expr inhib | 2% | -45% | 16% | -2% | 101%[activator]
HEK293 tox | ? | . | -2% | ? | ?
3T3 cytotox | -30% | . | 2% | -26% | -28%
HEK293 viab | -7% | -18% | -12% | -9% | 5%
FLuc inh | . | . | 4% | 9% | ?
GPT2 inh | i | . | -1% | i | i

Compounds above that have a thiophene ring, fused or not, in the order listed:
7	O=c1cc(N2CCOCC2)oc2c(-c3cccc4c3sc3ccccc34)cccc12
14	CCOc1ccc(-c2cc(NC(=O)c3ccc(C)cc3)c(C(=O)OC)s2)cc1
45	O=C(NC1CCN(c2cc(-c3ccccc3)[nH]n2)CC1)c1cccs1
Assay by compound | 7 | 14 | 45
IP6K1 inh | . | 10 | 23
SNCA expr inhib | 32% | 22% | 101%[activator]
HEK293 tox | . | . | ?
3T3 cytotox | . | . | -28%
HEK293 viab | 4% | 4% | 5%
FLuc inh | . | . | ?
GPT2 inh | 4% | . | i

Other compounds:
46	Cc1cc(-c2cc3c(cn2)CN(Cc2ccc(F)c(F)c2)CCN3)ccn1
47	CCCc1cc(N2CCC(N[C@@H]3CCNC3)CC2)nc(C)n1
48	CC(=O)NC(C)c1ccc(Oc2ccc(OC(C)C)cc2)cc1 (centres undefined)
49	COc1cccc(-c2ccc(C(=O)N3CCC(NC(=O)C(C)(C)C)CC3)cc2)c1
50	CC(=O)N1Cc2ccccc2CC2(CCN(Cc3ccc(O)cc3)CC2)C1
Assay by compound | 46 | 47 | 48 | 49 | 50
IP6K1 inh | -22 | 0 | . | 17 | 8
SNCA expr inhib | 89%[activator][87.6 µM] | 3% | 2% | 0% | -5%
HEK293 tox | 71µM* | 1% | . | ? | -12%
3T3 cytotox | ? | -18% | . | 40µM* | -14%
HEK293 viab | -19%[87.6 µM] | -5% | -13% | 1%[12.5 µM] | 5%
FLuc inh | 40µM* | 1% | . | . | .
GPT2 inh | -6%[88.5 µM] | -9% | i | -5% | i

Screening data from PubChem BioAssay.
